miR-122 sensor: inhibitors of miR-122 in Huh7 cells; activation (reporter increase), % at 12.5 µM; Huh7 miR-122 Renilla luciferase sensor, 48 h; neutral wells = 0, positive control = 100; 340,000 compounds, 0.3% hits;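 active = mean replicate activation score at least 90 and every replicate individually at or above 90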;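 also: higher luciferase means less miR-122 activity so hits act as miR-122 inhibitors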
Cneo AK release: causes C. neoformans cell lysis. AID 651654. adenylate kinase release luminescence, 4 h; normalised: neutral wells 0, clomiphene wells 100. 360,000 compounds, 0.2% hits. lysis activity, % at 15 µM;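 active = mean lysis activity across replicates of at least 80%, whatever share of replicates individually reach that level; inactive = mean lysis activity below 80%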
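Schedule: static 4 h at 37 °C with compound, 1 h detection; system: C. neoformans cells; benchmarks: Clomiphene as positive control; buffer or medium: fresh YPD medium; measure: luminescence rise reflecting yeast cell lysis; measured by: luminescent adenylate kinase detection reagent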
CFTR F508del cor: correctors of CFTR F508del function in bronchial epithelial cells. CFBE cells, YFP halide quenching; stimulated with forskolin plus potentiator P3; % fluorescence drop versus neutral controls. activity (quench increase), % at 7.58 µM. AID 720511. 350,000 compounds, 0.36% hits;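 active = mean added fluorescence quench of at least 8% versus neutral control, with both replicates also reaching 8%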;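 also: cells transiently co-express mutant CFTR-F508del with the halide-sensitive YFP; corrector assay measuring rescue of mutant channel to the surface after 24 h compound exposure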
PGC1a acetyl inh: lowers PGC1a acetylation signal in U2OS cells | AID 651687 | AlphaScreen anti-acetyl-lysine; with virally co-expressed GCN5 acetyltransferase | inhibition, % at 15.6 µM | 350,000 compounds, 0.17% hits;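 active = every replicate shows inhibition of at least 40%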;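 also: 0% = neutral control wells and 100% = positive control wells; some results beyond the cut were filed as inactive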
C2C12 statin: suppression of simvastatin myotoxicity; C2C12 myotubes + simvastatin, ATP luminescence, 48 h; scaled: DMSO 0, geranylgeraniol control 100; rescue of ATP level, % at 7.49 µM; 330,000 compounds, 0.78% hits; AID 602340;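 active = mean ATP rescue above about 67%, or every replicate alone reaching that limit, limit read from the data, passing the limit was not always enough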;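 also: myotubes were challenged with 10 µM simvastatin during compound exposure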
GSIS activator: GLuc luminescence reporter in INS-1E cells, primary screen for activators of glucose-dependent secretion of insulin; activation, % at 16.6 µM; INS-1E GLuc reporter insulin secretion, 2-3 h; AID 743287; 370,000 compounds, 0.61% hits;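 active = lowest replicate activation of at least 40%, so every replicate reaches that level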;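 also: 0% = median of neutral control wells and 100% = median of IBMX positive control wells; some compounds called inactive have numbers as strong as hits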
FN deposit inh: fibronectin deposition inhibition. 350,000 compounds, 0.086% hits. inhibition, % at 12.6 µM. AH1F fibroblasts, Alexa488-fibronectin deposition fluorescence, overnight. AID 743247;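 active = mean inhibition across replicates of 30% or more, regardless of how many single replicates reach that level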;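 also: positive control wells lacked labelled fibronectin entirely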
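Material: AH1F fibroblasts assembling fluorescent fibronectin matrix; amount: 10000 AH1F cells/well; medium: DMEM, 2% serum; reagent: Alexa488-fibronectin, 24 nM final in well; dosing: single compound dose, delivered by pin transfer; incubation: 1 h adhesion, overnight exposure; detection: fluorescence after three HBSS washes, excitation 485 nm, emission 525 nm; measure: fibronectin deposition inhibition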
PglD inh: inhibitors of Campylobacter jejuni PglD acetyltransferase | purified PglD enzyme, DTNB colorimetric CoA detection | inhibition, % at 12.5 µM | 360,000 compounds, 0.098% hits | AID 602405; in the data active = inhibition above about 16%, passing the limit was not always enough; also: strong numbers were not always called active
An asterisk follows results filed as active; . = not tested or not shown; & = joins results of further samples; [ ] = another dose, or the depositor's remark.

Each structure is followed by: miR-122 sensor	Cneo AK release	CFTR F508del cor	PGC1a acetyl inh	C2C12 statin	GSIS activator	FN deposit inh	PglD inh
(1) Cc1ccc([N+](=O)[O-])cc1S(=O)(=O)Nc1cccc(S(=O)(=O)NC2=NCCC2)c1
    10	-6	5.1	2	-2	.	-4	2
(2) CCN(CC)c1ccc(NC(=O)C2CC3CCC2C3)cc1 (stereo not drawn)
    .	2	.	.	-5	-27	.	4
(3) N#C[C@H]1[C@@H](c2ccccc2C2=CCCC2)[C@H](CO)N1C(=O)C1CCOCC1
    .	.	-0.8	7	.	-16	0	.
(4) CCOC(=O)C1C(=O)C=C(c2ccc(C)cc2)CC1c1ccco1 (stereo not drawn)
    2	-4	.	-6	-2	.	7	2
(5) C[C@@H]1CN([C@@H](C)CO)C(=O)c2cc(-c3ccc(C#N)cc3)cnc2O[C@@H]1CN(C)Cc1cncnc1
    .	.	-0.1	0	14	18	-8	.
(6) Cc1cccc(CN(C)C[C@@H]2OCc3cn(nn3)CCCC(=O)N([C@@H](C)CO)C[C@@H]2C)c1
    5[16.7 µM]	.	0.2	0	10	-3	0	.
(7) CCc1ccc(C(=O)N2CCC(c3nc4ccccc4s3)CC2)cc1
    0	1	.	-22	.	.	-1	-4
(8) CCOc1ccccc1NC(=O)c1ccc2c(c1)C(=O)N(CC(C)C)C2=O
    -2	1	0.0	24	-4	0	8	-1
(9) COC(=O)c1ccccc1COn1c(=O)c(C)[n+]([O-])c2ccccc21
    1	0	.	-8	105*	.	.	-7
(10) O=C(Cn1c[n+](CC(=O)c2ccc([N+](=O)[O-])cc2)cn1)c1ccc([N+](=O)[O-])cc1
    .	.	4.8&-2.7	11	.	4&-26	6&2	.
(11) CC1(C)C(=S)N(Cc2ccccc2)c2ccccc21
    6	1	2.3	1	-10	4	3	-1
(12) COc1ccccc1CNC(=O)CCNC(=O)C1CCN(S(=O)(=O)c2ccccc2)CC1
    -5	2	-0.7	-10	-1	4	3	-2
(13) COc1ccccc1NC(=S)NC(=O)CCc1ccccc1
    2	44	-2.3	.	0	-8	.	2
(14) CCOCCCNC(=O)Cn1nc(Cc2ccncc2)c2ccccc2c1=O
    .	0	-1.0	5	-2	13	4	3
(15) COc1ccc(C(=O)Nc2ccccc2NC(=O)c2ccc(OC)cc2)cc1
    4	1	2.0	.	13	.	3	0
(16) C[C@H](CO)N1C[C@H](C)[C@H](CN(C)S(=O)(=O)c2ccccc2)Oc2ccc(NC(=O)C3CC3)cc2CC1=O
    -2[16.7 µM]	6	0.1	7	-7	2	.	3
(17) C[C@@H]1CN([C@@H](C)CO)C(=O)c2cc(NC(=O)CCN3CCOCC3)ccc2O[C@H]1CN(C)C(=O)NC1CCCCC1
    0[16.7 µM]	-1	0.1	-4	9	6	.	-5
(18) CC(C)NC(=O)Nc1cccc2c1O[C@@H](CN(C)C(=O)Nc1ccccc1)[C@@H](C)CN([C@@H](C)CO)C2=O
    16[16.7 µM]	103*	-1.8	5	10	5	-5	0
(19) C[C@@H]1CCCCO[C@H](CN(C)C(=O)Nc2ccccc2)[C@@H](C)CN([C@@H](C)CO)C(=O)c2cc(NS(=O)(=O)c3ccccc3)ccc2O1
    5[16.7 µM]	4	1.0	-8	.	-9	8	-1
(20) Cc1cc(C)n(-c2ccc(Cl)c(C(=O)O)n2)n1
    -2	1	.	-5	3	.	.	-2
(21) Cc1ccc(NC(=O)c2ccc(Cl)c(S(=O)(=O)NCc3ccco3)c2)c(O)c1
    40	0	-2.1	-5	6	.	-1	-2
(22) CCOC(=O)c1ccc(NC(=O)N2C3CCCC2CC(NC(C)=O)C3)cc1 (stereo not drawn)
    -3	2	1.8	4	25	4	0	8
(23) O=C1N=c2ccccc2=C1c1[nH]c(=S)[nH]c1O
    -4	-7	2.7	-6	.	-7	-2	0
(24) Cc1ccccc1NC(=O)CSc1nc2[nH]c(=O)cc(O)c2s1
    3	0	-3.5	2	2	-5	4	-3
(25) COc1ccc(C)cc1NC(=O)COC(C)=O
    24	-1	.	.	0	.	1	-1
(26) Cc1cc(C)c(/C([O-])=C(/C(=S)Nc2ccc(SC(F)F)cc2)[n+]2ccccc2)cc1C
    -2	2	0.5	.	-2	-5	9	8
(27) COc1cccc2c1-c1c(C(=O)O)cccc1C2=O
    -6	-1	1.6	0	13	.	0	3
(28) Cc1ccc(S(=O)(=O)NCc2ccccc2)cc1C(=O)NCc1ccncc1
    36	0	-2.5	.	4	1	4	-2
(29) O=C(Nc1ccc(CN2CCCCC2)cc1)c1ccc(Br)o1
    3	5	.	-6	-8	.	.	0
(30) Cc1cc(C)c(S(=O)(=O)N(CC(=O)N2CCOCC2)C2CCCCC2)c(C)c1
    10	-2	.	-17	-12	.	-1	7
(31) Cc1ccc(NC(=O)C2CCC(CNc3c(N4CCC(C)CC4)c(=O)c3=O)CC2)cc1F (stereo not drawn)
    .	.	3.8	11	.	-2	-5	.
(32) CCOc1ccc(-c2c(C(=O)N/N=C(\C)c3cccnc3)nnn2-c2nonc2N)cc1
    5	-4	-2.4	-6	-6	15	6	-1
(33) CCC(=O)N[C@H]1C=C[C@H](CC(=O)NCCN2CCCCC2)O[C@H]1CO
    .	3	-1.7	-13	-4	4	0	6
(34) COc1cccc(OC)c1C(=O)NCCSC1CCCCC1
    3	-7	0.6	-1	-1	2	7	-4
(35) C[C@@H]1CN([C@H](C)CO)C(=O)c2cccc(NS(=O)(=O)c3ccc(F)cc3)c2O[C@@H]1CN(C)C(=O)Nc1ccc2c(c1)OCO2
    1[16.7 µM]	-2	1.9	13	15	-2	.	1
(36) O=C(c1ccccc1-c1ncc[nH]1)N1CCc2c([nH]c3ccccc23)C1c1ccccn1 (stereo not drawn)
    -3	.	-5.2	-22	.	-26	0	.
(37) CCS(=O)(=O)c1ccc(O)c(NC(=O)c2ccc(S(=O)(=O)N3CCCCCC3)cc2)c1
    3	-1	1.1	-10	-1	-10	2	-2
(38) Cc1cc(C)cc(-n2cc[nH]c2=S)c1
    -2	2	.	-2	-15	2	-11	-5
(39) CC=Cc1ccc2n(c1=O)C[C@@H]1[C@@H](CO)[C@H](C(=O)NCCC)N(CCC(F)(F)F)[C@H]21 (mixture of isomers)
    2[16.7 µM]	-1	-1.1	3	-16	23	.	6
(40) Cc1cc(C(=O)Nc2cccc3c2O[C@@H](CN(C)C(=O)Nc2cccc4ccccc24)[C@@H](C)CN([C@H](C)CO)C3=O)n(C)n1
    -2[16.7 µM]	10	0.8	-3	0	8	.	-3

Fetched by structure from above (5):
Each structure is followed by: miR-122 sensor	Cneo AK release	CFTR F508del cor	PGC1a acetyl inh	C2C12 statin	GSIS activator	FN deposit inh	PglD inh
(40) Cc1cc(C(=O)Nc2cccc3c2O[C@@H](CN(C)C(=O)Nc2cccc4ccccc24)[C@@H](C)CN([C@H](C)CO)C3=O)n(C)n1
    -2[16.7 µM]	10	0.8	-3	0	8	.	-3
(37) CCS(=O)(=O)c1ccc(O)c(NC(=O)c2ccc(S(=O)(=O)N3CCCCCC3)cc2)c1
    3	-1	1.1	-10	-1	-10	2	-2
(38) Cc1cc(C)cc(-n2cc[nH]c2=S)c1
    -2	2	.	-2	-15	2	-11	-5
(39) CC=Cc1ccc2n(c1=O)C[C@@H]1[C@@H](CO)[C@H](C(=O)NCCC)N(CCC(F)(F)F)[C@H]21 (mixture of isomers)
    2[16.7 µM]	-1	-1.1	3	-16	23	.	6
(28) Cc1ccc(S(=O)(=O)NCc2ccccc2)cc1C(=O)NCc1ccncc1
    36	0	-2.5	.	4	1	4	-2

The main list resumes, repeating the two entries before the break.
Each structure is followed by: miR-122 sensor	Cneo AK release	CFTR F508del cor	PGC1a acetyl inh	C2C12 statin	GSIS activator	FN deposit inh	PglD inh
(39) CC=Cc1ccc2n(c1=O)C[C@@H]1[C@@H](CO)[C@H](C(=O)NCCC)N(CCC(F)(F)F)[C@H]21 (mixture of isomers)
    2[16.7 µM]	-1	-1.1	3	-16	23	.	6
(40) Cc1cc(C(=O)Nc2cccc3c2O[C@@H](CN(C)C(=O)Nc2cccc4ccccc24)[C@@H](C)CN([C@H](C)CO)C3=O)n(C)n1
    -2[16.7 µM]	10	0.8	-3	0	8	.	-3
(41) CCOC(=O)c1ccccc1OC(=O)Oc1ccccc1C(=O)OCC
    .	-8	-2.2	2	6	-15	-4	1
(42) O=C(NC1CCCC1)C(c1ccc(Cl)cc1)N(C(=O)c1csnn1)C1CC1 (stereo not drawn)
    .	4	0.4	.	0	5	-4	-114
(43) O=C(Cc1cccs1)Nc1nnc(SCc2ccc(F)cc2)s1
    -2	-3	.	8	.	10	-21	-9
(44) CCOc1ncccc1C(=O)N1CCN(Cc2ccc3c(c2)OCO3)CC1
    -7	0	.	20	17	.	.	7
(45) CN1CCN(C(=O)c2ccc(-c3cccs3)s2)CC1
    -5	-5	-1.1	0	.	.	8	1
(46) Nc1cc(N2CCCCC2)c([N+](=O)[O-])cc1Cl
    -5	-2	-2.0	2	.	.	1	-7
(47) CCCCOc1ccc(C(=O)CCN2CCCCC2)cc1
    -6	-1	1.2	-1	-5	13	-3&-5	-5
(48) O=C(Cn1cc(C(F)(F)F)cc(Cl)c1=O)Nc1cc(Cl)cc(Cl)c1
    .	.	1.2	-2	.	9	-13	.
(49) COc1cc(CNCCc2c[nH]c3ccccc23)ccc1OCc1ccccc1F
    .	0	-1.4	-2	1	-29	.	3
(50) CCOC(=O)c1[nH]c(CSc2nnc(-c3ccc(OC)cc3)o2)c(C(=O)OCC)c1C
    3	2	.	9	.	.	.	-3
(51) CC(=O)[C@@H]1[C@@H]2C(=O)N(c3ccccc3F)C(=O)[C@@H]2[C@H]2c3ccccc3C=NN12
    1	-1	.	-5	.	6	2	-3
(52) CCCCCOc1ccc(NC2=CC(=O)CCC2)cc1
    -5	-2	-3.2	9	10	2	.	-3
(53) Cc1cccn2c(=O)c3cc(C#N)c(=O)n(CCCN4CCOCC4)c3nc12
    -2	-1	.	.	0	.	-3	-2
(54) COc1cccc(-c2nc(-c3ccccc3)c(-c3ccccc3)[nH]2)c1OCC(=O)O
    -11	6	.	11	-5	.	0	8
(55) COc1ccc(S(=O)(=O)N[C@H]2CC[C@@H](CC(=O)N3CCc4ccccc4C3)O[C@H]2CO)cc1
    .	2	4.0	10	9	11	.	-1

Screening results deposited in PubChem BioAssay by Broad Institute.
